CHRM4 PAM = positive allosteric modulators of human muscarinic M4 receptor. CHO-K1 hM4/Gqi5, Fluo-8 calcium fluorescence, ACh EC20; 0% = ACh EC20, 100% = maximal ACh. activation, % at 3 µM. hit rate 0.4% among 360,000. AID 624126;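 active = activation above its plate's cutoff, the mean activation of sample wells plus 3 SD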; note: some results filed as inactive read as strong as hits
CRFBP-R2 block = CRF-BP/CRF-R2 complex antagonism; HEK293 CRF-R2/CRF-BP, CRF-induced calcium fluorescence; hit rate 0.59% among 350,000; AID 588475; inhibition, % at 11.8 µM;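 active = inhibition of the ligand-induced calcium signal above about 50% at the single tested concentration, limit read from the data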
M5 antag = blocks acetylcholine activation of human M5 receptor; P08912; CHO-hM5 cells, Fluo-8 calcium fluorescence, ACh EC80; inhibition, % at 3 µM; hit rate 0.59% among 360,000; AID 624040;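 active = inhibition above a per-plate cutoff, the mean of that plate's test compounds plus 3 SD, cut at about 27% in these data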;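 note: 0% = acetylcholine EC80 with DMSO and 100% = DMSO without agonist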
M4 ag = agonists of human muscarinic M4 receptor (CHRM4). CHO-K1 hM4/Gqi5, Fluo-8 calcium fluorescence; vehicle 0%, full acetylcholine response 100%. hit rate 0.14% among 360,000. activation, % at 3 µM. P08173;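 active = activation above the run mean over all test wells plus 3 SD, cut at about 32% in these data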;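 note: peak over basal fluorescence ratio per well then scaled between controls; 0% = DMSO wells and 100% = acetylcholine at EC100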
CHRM5 agonist = agonists of human muscarinic M5 receptor (CHRM5) | activation, % at 3 µM | hit rate 0.19% among 360,000 | P08912 | CHO-K1 hM5 cells, Fluo-8 calcium fluorescence; 0% DMSO wells, 100% maximal acetylcholine response;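 active = activation above the run's mean over test compounds plus 3 SD, cut at about 23% in these data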;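 note: signal is peak over basal fluorescence ratio across the kinetic read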
CHRM5 PAM = CHRM5 positive allosteric modulation; CHO-K1 hM5, Fluo-8 calcium, ACh EC20 PAM; 0% = ACh EC20, 100% = ACh EC100; AID 624038; activation, % at 3 µM; P08912; hit rate 0.3% among 360,000;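 active = activation above the run cutoff, the mean activation of all test compounds plus 3 SD, cut at about 18% in these data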
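Assay system – human M5 receptor in CHO-K1 cells · Read-out – % activation, ACh-normalized · Technique – Fluo-8 calcium fluorescence · Dosing – single-point, 3 µM nominal · Incubation – Fluo-8 loading 80 min at 37 °C plus 30 min room temperature · Repeats – singlicate, one well per test compound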
IDE inh = inhibits human insulin-degrading enzyme in HEK cells | P14735 | FAbetaB cleavage, fluorescence polarization | inhibition, % at 5.59 µM | hit rate 0.41% among 320,000;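 active = percent inhibition above the average of all tested compounds plus 3 SD, set per screening campaign, cut at about 16% in these data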;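 note: IDE supplied by intact live HEK cells; FP after avidin binding of uncleaved biotin substrate so inhibition keeps polarization high; 0% = DMSO wells and 100% = 60 µM reference IDE inhibitor Ii1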
Target sequence (P14735 whole entry, looked up): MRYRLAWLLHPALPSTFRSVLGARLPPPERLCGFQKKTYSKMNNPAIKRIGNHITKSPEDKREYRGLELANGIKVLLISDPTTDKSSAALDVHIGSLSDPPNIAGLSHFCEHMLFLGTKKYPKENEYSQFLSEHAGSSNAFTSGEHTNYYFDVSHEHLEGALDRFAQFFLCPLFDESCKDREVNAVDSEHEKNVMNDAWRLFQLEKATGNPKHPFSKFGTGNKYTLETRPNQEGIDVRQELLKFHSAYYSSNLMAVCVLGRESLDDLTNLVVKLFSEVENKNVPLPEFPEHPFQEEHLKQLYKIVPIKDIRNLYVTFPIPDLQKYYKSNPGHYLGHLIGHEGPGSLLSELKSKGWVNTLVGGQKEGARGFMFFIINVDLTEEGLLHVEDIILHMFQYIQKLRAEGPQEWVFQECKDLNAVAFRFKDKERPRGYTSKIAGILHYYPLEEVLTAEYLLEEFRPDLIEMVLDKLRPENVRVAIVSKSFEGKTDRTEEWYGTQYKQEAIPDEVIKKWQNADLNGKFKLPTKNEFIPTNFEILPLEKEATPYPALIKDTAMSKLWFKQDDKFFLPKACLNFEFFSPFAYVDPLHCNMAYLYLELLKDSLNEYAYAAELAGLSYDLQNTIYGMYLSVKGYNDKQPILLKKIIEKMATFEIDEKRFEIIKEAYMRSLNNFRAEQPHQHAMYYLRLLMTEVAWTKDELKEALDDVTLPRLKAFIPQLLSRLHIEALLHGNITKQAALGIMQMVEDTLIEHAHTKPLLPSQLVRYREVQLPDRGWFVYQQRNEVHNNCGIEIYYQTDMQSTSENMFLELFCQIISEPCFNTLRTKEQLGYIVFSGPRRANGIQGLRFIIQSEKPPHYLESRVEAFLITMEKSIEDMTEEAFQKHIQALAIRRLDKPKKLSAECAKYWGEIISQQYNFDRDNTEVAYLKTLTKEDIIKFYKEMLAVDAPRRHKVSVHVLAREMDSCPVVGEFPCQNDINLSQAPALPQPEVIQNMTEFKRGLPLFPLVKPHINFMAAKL
CRFR2-BP ag = agonists of human CRF-binding protein/CRF-R2 receptor complex; HEK293 CRF-R2/CRF-BP, calcium dye fluorescence (FLIPR); percent of saturating CRF peptide response; hit rate 0.46% among 350,000; AID 588473; activation, % at 13.2 µM;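 active = activation of at least 50%, plus an integration ratio under a set limit after plate pattern correction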;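 note: plate controls were neutral control wells without compound for no effect and CRF at EC100 for full effect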
CHRM4 antagonist = antagonists of human muscarinic M4 receptor (CHRM4); CHO-hM4 cells, ACh EC80, Fluo-8 calcium fluorescence; inhibition, % at 3 µM; hit rate 0.73% among 360,000; P08173;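 active = inhibition above its plate's cutoff, the mean inhibition of sample wells plus 3 SD, cut at about 27% in these data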;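 note: 0% = acetylcholine EC80 with DMSO and 100% = DMSO without agonist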
* = called active by the depositor; x = not tested or not shown.

no.	structure	CHRM4 PAM	CRFBP-R2 block	M5 antag	M4 ag	CHRM5 agonist	CHRM5 PAM	IDE inh	CRFR2-BP ag	CHRM4 antagonist
1	CCN(CC(=O)Nc1cc(Cl)ccc1C)C(=O)c1cc(S(=O)(=O)N2CCCCCC2)ccc1OC	0	-1	4	1	-3	-3	-2	-1.4	-2
2	Cc1ccc(NC(=O)COC(=O)CN2C(=O)c3ccccc3C2=O)cc1	5	15	0	2	1	-2	-1	0.1	1
3	COc1cc(C(=O)Nc2nc(-c3cc(C)ccc3C)c(C)s2)ccc1OCC(=O)Nc1ccc(F)cc1	-3	-19	4	0	-2	-5	-1	2.2	9
4	O=C(CN1C(=O)c2cccnc2Oc2ccc(Cl)cc21)NC1CCCCCC1	-1	-4	11	0	-2	-1	-2	0.1	2
5	COC(=O)c1ccc(Cn2cc(Cl)cn2)o1	0	6	4	0	1	-2	2	-0.7	-11
6	CCOC(=O)c1cc2[nH]c3ccccc3c2[n+](-c2ccc([N+](=O)[O-])cc2)c1C	2	31	8	0	-8	-3	-3	-1.4	-6
7	CC(Oc1cccc(F)c1)C(=O)/C=C\N(C)C (stereo unspecified)	-3	-4	2	4	6	-6	7	1.7	6
8	Cc1ccc(S(=O)(=O)N2CCN(c3ccccc3)CC2)c(C)c1	-11	3	12	0	1	-7	0	-0.3	-6
9	CN(c1ccccc1)S(=O)(=O)CS(=O)(=O)N(C)c1ccccc1	-1	-12	13	1	2	4	x	-5.6	4
10	N#Cc1cccnc1N1CCN(C(=O)c2ccco2)CC1	-5	-6	10	1	0	3	2	1.0	0
11	Clc1ccc2nc(CSc3nnc(-c4c[nH]c5ccccc45)o3)cn2c1	7	-1	5	1	-4	-2	x	-3.2	-17
12	O=C(Cc1ccccc1)NCC(=O)N/N=C/c1cccnc1	-1	4	9	1	-3	-2	1	-0.9	5

Fetched by structure from the list above (3):
no.	structure	CHRM4 PAM	CRFBP-R2 block	M5 antag	M4 ag	CHRM5 agonist	CHRM5 PAM	IDE inh	CRFR2-BP ag	CHRM4 antagonist
3	COc1cc(C(=O)Nc2nc(-c3cc(C)ccc3C)c(C)s2)ccc1OCC(=O)Nc1ccc(F)cc1	-3	-19	4	0	-2	-5	-1	2.2	9
7	CC(Oc1cccc(F)c1)C(=O)/C=C\N(C)C (stereo unspecified)	-3	-4	2	4	6	-6	7	1.7	6
11	Clc1ccc2nc(CSc3nnc(-c4c[nH]c5ccccc45)o3)cn2c1	7	-1	5	1	-4	-2	x	-3.2	-17

Additional results:
no.	structure	CHRM4 PAM	CRFBP-R2 block	M5 antag	M4 ag	CHRM5 agonist	CHRM5 PAM	IDE inh	CRFR2-BP ag	CHRM4 antagonist
13	Cc1cc(C(=O)COC(=O)c2ccc(N)c([N+](=O)[O-])c2)c(C)n1-c1ccc2c(c1)OCO2	-11	42	4	8	1	-8	-4	-0.4	-4
14	COCCCC1CCN(C(=O)c2cc(COc3ccc(C)nc3)on2)CC1	-1	1	-4	12	9	-11	1	1.3	-13
15	COc1cccc(C(C#N)N2CCOCC2)c1 (stereo unspecified)	0	0	-2	-1	-1	2	4	0.0	-6
16	CC(C)C(C(=O)Nc1ncn[nH]1)N1C(=O)c2ccccc2C1=O (stereo unspecified)	20	11	-9	1	3	6	1	-2.0	-3
17	COc1ccc(CCNc2nc3c(c(=O)n(C)c(=O)n3C)n2C)cc1OC	8	-6	-6	1	3	9	1	-0.1	9
18	CCOc1ccc2nc(NC(=O)Nc3ccccc3)sc2c1	-5	-10	2	5	-1	-6	4	1.0	5
19	Cc1ccc(N2C(=O)N(CC(=O)Nc3ccc(C)c(C)c3)C(=O)C2C)cc1 (stereo unspecified)	0	-4	-1	5	-3	-4	-5	-0.4	-9
20	COc1ccc(CNC(=O)C2CCN(c3nc(OC)nc(OC)n3)CC2)cc1	3	5	11	0	2	-4	-7	0.5	-3
21	COCCN1C(=O)N(c2ccc(Cl)cc2)C(=O)C1CC(=O)Nc1cc(OC)cc(OC)c1 (stereo unspecified)	-8	5	7	7	4	-9	7	0.0	5
22	Cc1nn(-c2ccccc2)c(C)c1NC(=O)COC(=O)c1cccc(OC(F)F)c1	-5	-5	11	18	5	-22	-2	0.7	3
23	CCCCNC(=O)C(CC)(ONc1ccccc1C(F)(F)F)c1ccccc1OC (stereo unspecified)	-5	7	7	1	-1	7	-1	-3.5	-7
24	Cc1cc(C)nc(NC(=O)/C=C/c2ccccc2Cl)n1	5	-12	6	1	-2	-1	-2	-1.3	-11
25	CCN(CC)c1ccc2cc(-c3nc4ccccc4[nH]3)c(=O)oc2c1	-19	-190	36*	552*	119*	-29	39*	227*	25
26	COC(=O)c1ccccc1NC(=O)COc1ccc(S(=O)(=O)NC(C)C)cc1	-5	9	8	6	-6	-2	1	-0.5	2
27	O=C1CNC(=O)c2c(nc3n2CCC3)N1	0	4	-7	2	0	6	-7	-3.2	4
28	O=S(=O)(c1cc(Cl)ccc1Cl)n1nnc2ccccc21	5	-23	1	2	4	0	5	3.0	9
29	CCOC(=O)C1=CCN(S(=O)(=O)c2ccc(C)cc2)C1c1cccc2ccccc12 (stereo unspecified)	-7	x	-15	-2	-4	-2	x	x	-6
30	Cc1ccc(NC(=O)CC2S/C(=N/N=C/c3ccco3)NC2=O)cc1Cl (stereo unspecified)	4	27	9	1	-3	6	6	-1.2	-3
31	CCN(CC)c1ccc(CNc2nnnn2C)cc1	-14	-5	21	0	-22	-17	0	0.8	18
32	Cc1ccc(SCC(=O)OCC(=O)NCc2cccs2)cc1C	4	11	-3	0	2	9	0	-0.8	4
33	O=C(CN1C(=O)CSC1=O)N1CCCCC1	-3	1	9	2	0	-4	6	1.6	6
34	CC(C)(/C=N/NC(=O)CSCc1ccc(Cl)cc1)CCC#N	-2	0	8	1	-2	2	0	0.5	11
35	O=C(Nc1ccc2nc([C@@H]3O[C@H](CO)[C@@H](O)[C@H](O)[C@H]3O)[nH]c2c1)NC(c1ccccc1)c1ccccc1	6	x	1	0	-1	-2	x	x	-7
36	O=C(CNC(=O)c1cccc(F)c1)N/N=C/C=C/c1ccccc1	7	0	-3	0	-4	3	-5	6.3	-25
37	Cc1nc2ccccc2c(=O)n1NC(=O)c1ccccc1Cl	1	8	-5	4	1	10	2	1.9	-11
38	Cc1ccc2oc(C(=O)NCC3CCOCC3)c(C)c2c1	2	-8	-4	3	-2	3	3	0.2	-4
39	CC(C)(C)c1ccc(NC(=O)c2ccccc2)c([N+](=O)[O-])c1	-1	-36	-6	2	-1	7	0	0.3	-9
40	COc1ccc(-n2c(C)c(C(C)=O)c3cc(O)ccc32)cc1	-6	7	-4	2	-3	-7	x	-0.8	-5
41	CC(C(=O)Nc1cc(C(F)(F)F)ccc1N1CCOCC1)N1C(=O)C2CC=CCC2C1=O (stereo unspecified)	0	-9	-2	0	4	4	6	0.3	-2
42	CCCN(CC(=O)Nc1ccc(F)c(F)c1F)C(=O)C1=COCCO1	4	29	-3	0	0	9	7	-2.6	-9
43	COc1ccnc(N=CNOCc2cccc(Cl)c2Cl)c1C#N	10	-8	9	1	-1	-1	-4	3.4	-2
44	CCC1CCC2(CC1)NNC(=S)NN2	0	32	20	0	-1	-6	0	-1.9	9
45	CCNC(=O)NC1c2ccccc2CSc2ccccc21 (stereo unspecified)	1	-11	-9	1	-6	12	-4	-4.5	1
46	COC(=O)[C@@]12C[C@@H](CC(=O)N3CCC(c4ccccc4)CC3)C(=O)N(CCc3ccc(OC)c(OC)c3)C1=CCC(C)(C)C2	-12	x	8	10	-2	-5	x	x	-4
47	O=C(Cn1cnc2scc(-c3ccccc3)c2c1=O)N1CCOCC1	8	-18	9	1	1	-3	0	-0.7	-2
48	CCCCC(=O)Nc1ccc(C(N)=O)cc1	0	-1	4	0	-5	1	1	3.4	4

Record cards (already shown).
COC(=O)[C@@]12C[C@@H](CC(=O)N3CCC(c4ccccc4)CC3)C(=O)N(CCc3ccc(OC)c(OC)c3)C1=CCC(C)(C)C2 is listed as CHRM4 PAM: -12; CRFBP-R2 block: x; M5 antag: 8; M4 ag: 10; CHRM5 agonist: -2; CHRM5 PAM: -5; IDE inh: x; CRFR2-BP ag: x; CHRM4 antagonist: -4
CCC1CCC2(CC1)NNC(=S)NN2 is listed as CHRM4 PAM: 0; CRFBP-R2 block: 32; M5 antag: 20; M4 ag: 0; CHRM5 agonist: -1; CHRM5 PAM: -6; IDE inh: 0; CRFR2-BP ag: -1.9; CHRM4 antagonist: 9

Some of the entries so far, with values under each structure.
Every second line gives: CHRM4 PAM, CRFBP-R2 block, M5 antag, M4 ag, CHRM5 agonist, CHRM5 PAM, IDE inh, CRFR2-BP ag, CHRM4 antagonist
41	CC(C(=O)Nc1cc(C(F)(F)F)ccc1N1CCOCC1)N1C(=O)C2CC=CCC2C1=O (stereo unspecified)
  0, -9, -2, 0, 4, 4, 6, 0.3, -2
46	COC(=O)[C@@]12C[C@@H](CC(=O)N3CCC(c4ccccc4)CC3)C(=O)N(CCc3ccc(OC)c(OC)c3)C1=CCC(C)(C)C2
  -12, x, 8, 10, -2, -5, x, x, -4

Carrying on:
no.	structure	CHRM4 PAM	CRFBP-R2 block	M5 antag	M4 ag	CHRM5 agonist	CHRM5 PAM	IDE inh	CRFR2-BP ag	CHRM4 antagonist
49	O=C(Nc1ccccn1)C1CCN(S(=O)(=O)c2ccccc2)CC1	-2	3	-6	2	3	-1	10	0.5	-1
50	CCN1CCCC1CNC(=O)CCc1nc(-c2ccc(C)cc2)no1 (stereo unspecified)	-4	-1	0	0	-11	-2	7	-0.1	-3
51	Cc1ccc(C)c(N(CC(=O)NN=C2CCCCCCC2)S(C)(=O)=O)c1	5	-7	1	3	0	-4	2	1.6	-8
52	O=C(O)COc1c(F)c(F)c(C(F)(F)F)c(F)c1F	19	3	1	0	0	2	6	0.3	6
53	Cc1cccc(OCCCC(=O)Nc2ccc(S(N)(=O)=O)cc2)c1C	11	-17	-12	2	2	5	-1	-4.1	-8

Screening data from PubChem.

This is a random part of the collection; any-hit rate near 2.9%.
